Mtb BioA inh = M. tuberculosis BioA enzyme inhibitors, primary screen, biochemical, plate reader, single point, HTS; inhibition, % at 9.99 µM; 7,8-diaminopelargonic acid synthase BioA (Mycobacterium tuberculosis); actives 0.096% (n = 360,000); purified M. tuberculosis BioA enzyme; in the data active means inhibition above about 40%
TcdB inh = TcdB glycohydrolase inhibitors, primary screen, biochemical, single point, plate reader. AID 652162, 2013. TcdB glycohydrolase enzymatic assay. actives 0.24% (n = 350,000). inhibition, % at 9.99 µM. Toxin B (Clostridioides difficile), P18177; in the data active means inhibition above about 10%
Target sequence (P18177 whole entry, looked up): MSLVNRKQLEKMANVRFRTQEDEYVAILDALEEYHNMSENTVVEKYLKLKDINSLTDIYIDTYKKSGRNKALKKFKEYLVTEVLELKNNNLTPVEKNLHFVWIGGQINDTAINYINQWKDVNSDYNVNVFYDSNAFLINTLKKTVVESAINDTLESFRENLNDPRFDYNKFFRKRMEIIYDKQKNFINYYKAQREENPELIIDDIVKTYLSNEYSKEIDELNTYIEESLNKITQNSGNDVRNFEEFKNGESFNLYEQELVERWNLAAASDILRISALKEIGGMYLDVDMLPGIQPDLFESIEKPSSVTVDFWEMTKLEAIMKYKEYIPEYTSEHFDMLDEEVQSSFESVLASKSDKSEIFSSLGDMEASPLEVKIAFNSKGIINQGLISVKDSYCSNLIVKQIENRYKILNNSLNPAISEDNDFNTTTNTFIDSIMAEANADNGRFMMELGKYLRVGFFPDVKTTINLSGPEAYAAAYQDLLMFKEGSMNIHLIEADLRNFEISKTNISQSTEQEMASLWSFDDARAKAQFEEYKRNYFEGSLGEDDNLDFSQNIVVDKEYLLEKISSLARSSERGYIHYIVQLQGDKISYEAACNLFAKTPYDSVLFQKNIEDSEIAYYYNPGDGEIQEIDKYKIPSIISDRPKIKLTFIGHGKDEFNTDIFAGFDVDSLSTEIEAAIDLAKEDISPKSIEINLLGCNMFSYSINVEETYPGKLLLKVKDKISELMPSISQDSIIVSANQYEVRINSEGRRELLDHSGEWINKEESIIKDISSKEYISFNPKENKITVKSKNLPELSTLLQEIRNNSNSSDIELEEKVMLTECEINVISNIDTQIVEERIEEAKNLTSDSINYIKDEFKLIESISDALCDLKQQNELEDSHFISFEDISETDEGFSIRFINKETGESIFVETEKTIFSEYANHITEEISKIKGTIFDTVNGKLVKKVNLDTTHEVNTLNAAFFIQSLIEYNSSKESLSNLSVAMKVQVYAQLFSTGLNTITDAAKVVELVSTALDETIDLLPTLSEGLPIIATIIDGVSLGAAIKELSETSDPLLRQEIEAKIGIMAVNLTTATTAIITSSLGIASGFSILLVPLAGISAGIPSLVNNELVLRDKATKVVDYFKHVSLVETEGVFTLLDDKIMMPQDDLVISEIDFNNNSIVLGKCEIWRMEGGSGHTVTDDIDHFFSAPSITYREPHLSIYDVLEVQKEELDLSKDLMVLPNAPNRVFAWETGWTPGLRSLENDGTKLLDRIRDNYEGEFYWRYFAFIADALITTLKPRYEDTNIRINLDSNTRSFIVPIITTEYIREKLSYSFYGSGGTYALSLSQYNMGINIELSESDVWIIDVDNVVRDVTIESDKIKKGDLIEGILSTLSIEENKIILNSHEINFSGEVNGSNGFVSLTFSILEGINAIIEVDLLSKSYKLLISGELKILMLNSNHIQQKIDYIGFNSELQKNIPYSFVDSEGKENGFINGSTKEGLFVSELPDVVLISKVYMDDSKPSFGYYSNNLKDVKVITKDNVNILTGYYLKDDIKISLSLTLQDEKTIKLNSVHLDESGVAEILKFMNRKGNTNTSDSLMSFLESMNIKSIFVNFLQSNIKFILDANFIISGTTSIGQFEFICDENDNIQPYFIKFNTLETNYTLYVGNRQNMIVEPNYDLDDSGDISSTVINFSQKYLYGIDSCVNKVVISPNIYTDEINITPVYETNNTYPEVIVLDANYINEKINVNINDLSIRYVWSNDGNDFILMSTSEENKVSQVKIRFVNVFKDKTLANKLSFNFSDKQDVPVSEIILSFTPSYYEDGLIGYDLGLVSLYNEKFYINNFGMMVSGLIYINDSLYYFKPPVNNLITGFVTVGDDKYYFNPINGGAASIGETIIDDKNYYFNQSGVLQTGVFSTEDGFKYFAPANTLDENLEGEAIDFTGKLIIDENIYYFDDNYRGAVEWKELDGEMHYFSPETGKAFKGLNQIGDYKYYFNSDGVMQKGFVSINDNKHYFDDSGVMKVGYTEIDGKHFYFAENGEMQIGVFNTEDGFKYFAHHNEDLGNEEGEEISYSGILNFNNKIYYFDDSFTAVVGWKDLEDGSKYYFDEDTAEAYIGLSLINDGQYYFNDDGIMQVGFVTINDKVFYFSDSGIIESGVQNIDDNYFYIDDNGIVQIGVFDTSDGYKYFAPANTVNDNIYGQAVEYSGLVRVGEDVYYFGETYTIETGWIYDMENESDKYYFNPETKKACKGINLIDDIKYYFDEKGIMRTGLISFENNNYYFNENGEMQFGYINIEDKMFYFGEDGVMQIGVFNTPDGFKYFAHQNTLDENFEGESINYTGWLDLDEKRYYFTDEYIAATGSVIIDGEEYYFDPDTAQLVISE
* marks the source's active call; other numbers are inactive results.

SMILES	Mtb BioA inh	TcdB inh
CC=Cc1ccc2n(c1=O)C[C@@H]1[C@@H](CO)[C@H](C(=O)NCC)[C@H]2N1C(=O)c1ccc(F)cc1 (mixture of isomers)	-2.9	-0.8
O=C(Cc1cccnc1)N[C@H]1CC[C@H](CCn2cc(-c3ccccc3F)nn2)O[C@@H]1CO	-1.8	-0.5
CCC(=O)N1[C@@H](CO)[C@@H]2c3ccccc3N(C(=O)Nc3cccc(Cl)c3)C[C@@H]21	0.3	0.3
CO[C@@H](CN(C)C(=O)c1cnccn1)[C@@H](C)CN([C@H](C)CO)S(=O)(=O)c1ccc(F)cc1	-1.2	-0.6
O=C(N[C@@H]1CC[C@@H](CCNS(=O)(=O)c2ccc(F)cc2)O[C@@H]1CO)c1ccccn1	-2.7	0.0
C[C@@H]1CN([C@H](C)CO)C(=O)Cc2cc(NS(=O)(=O)c3cccs3)ccc2O[C@@H]1CN(C)S(C)(=O)=O	-1.3	-0.6
CO[C@H]1CN(C)C(=O)c2ccc(NC(=O)C3CCOCC3)cc2OC[C@@H](C)N(CC2CC2)C[C@@H]1C	-3.3	-2.1
Cc1ccc(S(=O)(=O)N(C)C[C@@H]2Oc3c(NS(C)(=O)=O)cccc3C(=O)N([C@@H](C)CO)C[C@@H]2C)cc1	0.5	-1.2
C[C@H]1CN([C@@H](C)CO)C(=O)c2cc(NS(C)(=O)=O)ccc2O[C@@H]1CN(C)S(=O)(=O)c1cn(C)cn1	-0.1	0.1
C[C@H](CO)N1C[C@H](C)[C@H](CN(C)C(=O)Nc2cccc3ccccc23)OCCCC[C@H](C)Oc2ccc(NC(=O)Nc3cccc4ccccc34)cc2C1=O	0.9	-0.3
C[C@@H]1CCCCO[C@H](CN(C)Cc2ccc3c(c2)OCO3)[C@@H](C)CN([C@@H](C)CO)C(=O)c2cc(NC(=O)Nc3ccc(C(F)(F)F)cc3)ccc2O1	-3.4	1.0
O=C(NCC[C@H]1CC[C@@H](NC(=O)c2ccncc2)[C@H](CO)O1)Nc1ccc(Cl)cc1	1.6	1.2
C[C@H]1CCCCO[C@@H](CN(C)C(=O)CCCN(C)C)[C@@H](C)CN([C@@H](C)CO)C(=O)c2cc(NC(=O)c3ccccc3)ccc2O1	1.6	1.7
CCCNC(=O)N1[C@@H]2c3ccc(-c4ccccc4OC)c(=O)n3C[C@H]1[C@H](CO)[C@H]2C(=O)NCC	5.4	-1.6
O=C(C[C@@H]1CC[C@@H](NC(=O)Nc2ccccc2)[C@H](CO)O1)NCc1ccccn1	-0.5	1.2
CC(C)NC(=O)N(C)C[C@@H]1Oc2ccc(NS(=O)(=O)c3ccc(F)cc3)cc2C(=O)N([C@@H](C)CO)C[C@@H]1C	-1.8	-1.0
O=C(NCC[C@H]1CC[C@@H](NC(=O)Nc2cc(F)ccc2F)[C@@H](CO)O1)Nc1ccc(F)cc1	5.4	2.9
C[C@H]1CN([C@@H](C)CO)C(=O)c2cccc(NC(=O)C3CCCCC3)c2O[C@@H]1CN(C)Cc1ccccc1	-0.4	1.4
O=C(C[C@@H]1C[C@H]2c3cc(NC(=O)Nc4ccccc4F)ccc3O[C@H]2[C@@H](CO)O1)NCc1cc(F)ccc1F	-2.0	-9.1
N#C[C@@H]1[C@@H](c2ccc(-c3ccccc3F)cc2)[C@H](CO)N1C(=O)Cc1ccccc1	-3.2	0.5

Brought forward from above: 2 compounds; new compounds follow.
SMILES	Mtb BioA inh	TcdB inh
O=C(C[C@@H]1C[C@H]2c3cc(NC(=O)Nc4ccccc4F)ccc3O[C@H]2[C@@H](CO)O1)NCc1cc(F)ccc1F	-2.0	-9.1
N#C[C@@H]1[C@@H](c2ccc(-c3ccccc3F)cc2)[C@H](CO)N1C(=O)Cc1ccccc1	-3.2	0.5
COc1ccccc1-c1ccc2c(c1)O[C@H](CN(C)S(=O)(=O)c1ccc(C)cc1)[C@@H](C)CN([C@@H](C)CO)S2(=O)=O	-3.0	-2.3
Cc1ccc(S(=O)(=O)N(C)C[C@H]2Oc3ccc(NS(=O)(=O)c4ccc(Cl)cc4)cc3CC(=O)N([C@@H](C)CO)C[C@@H]2C)cc1	0.4	-1.3
COc1ccccc1-c1ccc([C@H]2[C@@H](C#N)N(C(=O)C3CCC3)[C@H]2CO)cc1	23	0.7
CO[C@H]1CN(C)C(=O)c2cc(NC(=O)C3CC3)ccc2OC[C@H](C)N(C(=O)Cc2ccccn2)C[C@@H]1C	-1.9	0.7
CO[C@@H]1CN(C)C(=O)c2ccc(NC(=O)c3cc(C)on3)cc2OC[C@@H](C)N(S(=O)(=O)c2cccc(C)c2)C[C@H]1C	-2.3	-1.3
Cc1ccc(S(=O)(=O)Nc2ccc3c(c2)C(=O)N([C@@H](C)CO)C[C@H](C)[C@H](CN(C)C(=O)Nc2ccc(F)cc2)OCCCC[C@@H](C)O3)cc1	-2.1	2.3
C[C@@H]1CN([C@@H](C)CO)C(=O)c2cccc(NC(=O)c3nc4ccccc4s3)c2O[C@H]1CN(C)S(=O)(=O)c1ccc(Cl)cc1	-2.8	0.5
Cc1cccc(S(=O)(=O)N[C@H]2CC[C@@H](CCNC(=O)CCN3CCCCC3)O[C@H]2CO)c1	-3.1	0.1
C[C@H](CO)N1C[C@H](C)[C@H](CN(C)C(=O)NC2CCCCC2)Oc2ccc(NC(=O)Nc3ccc(C(F)(F)F)cc3)cc2CC1=O	1.8	-0.3
O=C(C[C@@H]1C=C[C@@H](NC(=O)c2ccc(F)cc2)[C@H](CO)O1)NCCc1ccccc1	5.6	-0.6
COC(=O)C[C@@H]1CC[C@@H]2[C@H](COC[C@H](O)CN2C(=O)Nc2ccccc2OC)O1	2.8	13*
CO[C@@H]1CN(C)C(=O)c2cc(NS(=O)(=O)c3ccccc3)ccc2OC[C@@H](C)N(Cc2nccs2)C[C@@H]1C	-1.5	-0.3
C[C@H](CO)N1C[C@H](C)[C@@H](CN(C)C(=O)Nc2ccc(C(F)(F)F)cc2)Oc2c(NC(=O)C3CCOCC3)cccc2C1=O	-0.1	0.1
COc1ccc(NC(=O)Nc2ccc3c(c2)C(=O)N([C@@H](C)CO)C[C@H](C)[C@H](CN(C)C(=O)Nc2ccc(OC)cc2)OCCCC[C@H](C)O3)cc1	-0.9	-0.2
C[C@@H]1CN([C@H](C)CO)C(=O)c2cc(NC(=O)Cn3cnnn3)ccc2O[C@H]1CN(C)C	-0.2	-0.4
COCC(=O)Nc1ccc2c(c1)[C@H]1C[C@@H](CC(=O)NCCN3CCCCC3)O[C@@H](CO)[C@H]1O2	-0.8	-4.0
C[C@@H]1CN([C@H](C)CO)C(=O)c2cc(C3=CCCCC3)cnc2O[C@@H]1CN(C)C(=O)c1ccccn1	-0.3	0.8
C[C@@H]1CN([C@H](C)CO)C(=O)c2cc(NC(=O)C3CCCCC3)ccc2O[C@@H]1CN(C)Cc1ccc(C(=O)O)cc1	4.8	0.0
C[C@H](O)C#Cc1cnc2c(c1)C(=O)N([C@@H](C)CO)C[C@@H](C)[C@@H](CN(C)C(=O)CN(C)C)O2	-0.7	-0.2
COCC(=O)N1C[C@H](C)[C@H](OC)CN(C)C(=O)c2ccc(NC(=O)c3cc(C)on3)cc2OC[C@H]1C	0.6	0.2
C[C@@H]1CCCCO[C@H](CN(C)C(=O)C2CCCCC2)[C@@H](C)CN([C@@H](C)CO)C(=O)c2cc(NC(=O)C3CCCCC3)ccc2O1	-0.2	-0.8
C[C@@H]1CN([C@H](C)CO)C(=O)c2cccc(NC(=O)c3nc4ccccc4s3)c2O[C@@H]1CN(C)CC1CC1	-1.5	-0.8
C[C@H]1CN([C@@H](C)CO)C(=O)Cc2cc(NS(C)(=O)=O)ccc2O[C@@H]1CN(C)Cc1ccc(Oc2ccccc2)cc1	0.8	1.3
CCC(=O)Nc1ccc2c(c1)OC[C@@H](C)NC[C@@H](C)[C@H](OC)CN(C)C2=O	-1.9	-1.2
CN(C)C(=O)[C@@H]1[C@@H](CO)[C@@H]2Cn3c(ccc(C4=CCCC4)c3=O)[C@H]1N2C(=O)c1ccccc1	-2.3	1.7
Cc1noc(C)c1NC(=O)Nc1ccc2c(c1)C(=O)N([C@@H](C)CO)C[C@@H](C)[C@H](CN(C)C(=O)Nc1ccccc1)OCCCC[C@@H](C)O2	-0.9	0.1
C[C@@H]1CN([C@@H](C)CO)S(=O)(=O)c2ccc(Br)cc2O[C@H]1CN(C)C(=O)CC1CC1	1.8	0.8
Cc1noc(C)c1NC(=O)Nc1ccc2c(c1)CC(=O)N([C@@H](C)CO)C[C@H](C)[C@H](CN(C)C(=O)Nc1cccc3ccccc13)O2	0.7	0.4
C[C@H](CO)N1C[C@H](C)[C@H](CN(C)Cc2ccncc2)Oc2cc(C#C[C@@H](C)O)ccc2S1(=O)=O	2.1	-0.5
CCCC(=O)Nc1ccc2c(c1)C(=O)N(C)C[C@H](OC)[C@@H](C)CN(CCc1ccccc1)[C@H](C)CO2	-1.6	0.2
C[C@H]1CN([C@@H](C)CO)C(=O)c2cc(-c3cccnc3)cnc2O[C@H]1CN(C)C(=O)C1CCC1	-1.0	0.0
C[C@H](CO)N1C[C@H](C)[C@H](CN(C)C(=O)Cc2ccccc2)OCCCC[C@H](C)Oc2ccc(NC(=O)Nc3ccccc3)cc2C1=O	-1.1	-0.3
C[C@@H]1CN([C@H](C)CO)C(=O)c2c(c3ccccc3n2C)-c2ccccc2CO[C@H]1CN(C)S(=O)(=O)c1ccccc1	1.0	-12
C[C@H](CO)N1C[C@H](C)[C@H](CN(C)C(=O)Nc2ccc(C(F)(F)F)cc2)Oc2c(NS(=O)(=O)c3ccc(Cl)cc3)cccc2C1=O	-2.1	-1.3
Cc1ccc(S(=O)(=O)N[C@@H]2C=C[C@H](CC(=O)NCCCN(C)C)O[C@@H]2CO)cc1	-2.7	-0.1
CC(C)(O)C#Cc1ccc([C@H]2[C@H]3CN(C(=O)c4cccnc4)CCCCN3[C@H]2CO)cc1	-4.3	1.8
O=C(O)C[C@@H]1CC[C@H](NC(=O)Nc2ccccc2)[C@H](CO)O1	-3.3	0.7
COc1ccc(S(=O)(=O)Nc2ccc3c(c2)C(=O)N([C@H](C)CO)C[C@H](C)[C@@H](CN(C)Cc2ccc4c(c2)OCO4)OCCCC[C@H](C)O3)cc1	-0.5	0.5
CC=Cc1ccc2n(c1=O)C[C@H]1[C@H](CO)[C@@H](C(=O)N(C)C)[C@@H]2N1Cc1cc(F)ccc1F (mixture of isomers)	-0.9	-1.2
C[C@H]1CN([C@@H](C)CO)S(=O)(=O)c2ccc(C#Cc3ccccc3F)cc2O[C@H]1CN(C)C(=O)Cc1ccncc1	-0.7	0.9

Compound profiles, from the list above. Order of screens: Mtb BioA inh | TcdB inh
Record of CC=Cc1ccc2n(c1=O)C[C@H]1[C@H](CO)[C@@H](C(=O)N(C)C)[C@@H]2N1Cc1cc(F)ccc1F (mixture of isomers) : -0.9 | -1.2
Record of O=C(NCC[C@H]1CC[C@@H](NC(=O)c2ccncc2)[C@H](CO)O1)Nc1ccc(Cl)cc1 : 1.6 | 1.2
Record of Cc1ccc(S(=O)(=O)Nc2ccc3c(c2)C(=O)N([C@@H](C)CO)C[C@H](C)[C@H](CN(C)C(=O)Nc2ccc(F)cc2)OCCCC[C@@H](C)O3)cc1 : -2.1 | 2.3
Record of CO[C@@H]1CN(C)C(=O)c2cc(NS(=O)(=O)c3ccccc3)ccc2OC[C@@H](C)N(Cc2nccs2)C[C@@H]1C : -1.5 | -0.3
Record of C[C@H]1CN([C@@H](C)CO)C(=O)c2cc(-c3cccnc3)cnc2O[C@H]1CN(C)C(=O)C1CCC1 : -1.0 | 0.0

Continued:
SMILES	Mtb BioA inh	TcdB inh
C[C@H]1CN([C@@H](C)CO)S(=O)(=O)c2ccc(C3=CCCC3)cc2O[C@H]1CN(C)Cc1ccncc1	7.8	0.5
CC(C)NC(=O)N(C)C[C@H]1Oc2ccc(N(C)C)cc2CC(=O)N([C@H](C)CO)C[C@@H]1C	-0.8	-16
C[C@@H]1CN([C@H](C)CO)C(=O)c2cc(Br)cnc2O[C@H]1CN(C)C(=O)Nc1ccc(F)cc1	5.2	1.6
C[C@H](CO)N1C[C@H](C)[C@H](CN(C)C(=O)c2cnccn2)Oc2cc(C#CCC3CCCC3)ccc2S1(=O)=O	-9.3	-9.8
C/C=C/c1ccc2c(c1)O[C@@H](CN(C)Cc1ccccn1)[C@H](C)CN([C@H](C)CO)S2(=O)=O	10	0.1
C[C@@H]1CCCCO[C@H](CN(C)C(=O)Nc2cccc3ccccc23)[C@H](C)CN([C@H](C)CO)C(=O)c2cc(NS(C)(=O)=O)ccc2O1	-3.5	2.0
COc1cccc(-c2ccc3c(c2)O[C@@H](CN(C)C)[C@@H](C)CN([C@@H](C)CO)S3(=O)=O)c1	2.0	1.1
C[C@@H]1CN([C@@H](C)CO)C(=O)Cc2cc(NC(=O)c3ccncc3)ccc2O[C@H]1CN(C)C(=O)Nc1ccc(C(F)(F)F)cc1	-0.3	0.0
O=C(Nc1ccccc1F)N1CCCCN2[C@H](C1)[C@H](c1ccc(C#Cc3ccccc3)cc1)[C@@H]2CO	-3.4	-3.4
Cc1ccc(S(=O)(=O)Nc2cccc3c2O[C@H](CN(C)Cc2ccc4c(c2)OCO4)[C@@H](C)CN([C@H](C)CO)C3=O)cc1	0.5	-0.4
CO[C@H](CN(C)C(=O)C1CCOCC1)[C@H](C)CN([C@@H](C)CO)S(=O)(=O)c1ccccc1	0.3	0.1
O=C([C@H]1[C@H](CO)[C@H]2Cn3c(cccc3=O)[C@@H]1N2S(=O)(=O)c1ccccc1F)N1CCCCC1	-0.9	-0.4
CNC[C@@H]1Oc2c(NC(=O)Nc3ccccc3)cccc2C(=O)N([C@H](C)CO)C[C@@H]1C	-0.1	0.2

Screening data: PubChem BioAssay, Broad Institute

Only part of the results is shown; count on the stated rates, not on these rows.
